# Screening results as filed in PubChem.
# VCAM1 TNFa inh: reduces TNF alpha induced VCAM1 expression in HUVEC; HUVEC TNFa-induced VCAM-1 immunofluorescence, high-content imaging; inhibition, % at 2 µM; 0.48% of 95,000 active; AID 802;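 active = inhibition above the batch mean plus 3 SD, with images confirmed as a hit by eye, cut at about 37% in these data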;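 also: 0% = TNF-stimulated DMSO wells and 100% = unstimulated control wells; not every result past the cut was called active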
# E coli WT exp: E. coli BW25113 growth inhibition, expanded screen. OD600 absorbance. growth inhibition, % at 100 µM. 0.15% of 98,000 active. AID 710;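 active = growth inhibition above about 50% at one test dose, limit read from the data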;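 also: growth measured after 20 h incubation at 37 °C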
# Plk1 PBD FP: Plk1 (human) PBD binding inhibition; P53350; Plk1 PBD phosphopeptide binding, fluorescence polarization; inhibition, %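 (tested at about 20 µM)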; 0.13% of 97,000 active; AID 693; in the data active = inhibition above about 34%, passing the limit was not always enough
# IL1B cytotox: toxic to HUVEC cells under IL-1B stimulation; cell count reduction, % at 2 µM; HUVEC cell count loss, Hoechst imaging, IL-1B stimulated; AID 845; 0.41% of 94,000 active;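 active = cell count reduction more than 3 SD above the screen-wide mean, cut at about 70% in these data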;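 also: normalized per plate to untreated control cells as the no-loss baseline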
# sEH inh: inhibitors of human soluble epoxide hydrolase. AID 707. recombinant human sEH enzymatic activity assay. P34913. inhibition, % at 2 µM. 0.34% of 91,000 active; in the data active = inhibition above about 80%; also: values of inactives mirror those of a sister screen read the other way; many of its hits are not listed in these tables
# HUVEC tox TNFa: toxic to HUVEC cells under TNF alpha stimulation; HUVEC TNFalpha-stimulated, Hoechst cell count, imaging; 0.17% of 93,000 active; cell count reduction, % at 2 µM;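 active = cell count reduction exceeding the screen mean by over 5 SD, scaled to untreated wells per plate, cut at about 78% in these data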;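 also: cells counted after 24 h of TNF alpha exposure following the 1 h pretreatment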
# cytoskel mod: modifiers of cytoskeleton assembly | 0.18% of 91,000 active | inhibition, % at 2 µM | HUVEC TNFa F-actin phalloidin imaging, high content;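 active = inhibition above the batch mean plus 3 SD and confirmed as a hit by visual image inspection, cut at about 30% in these data, passing the limit was not always enough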; also: strong numbers were not always called active
# PLK1 inh: PLK1 (human) kinase inhibition; P53350; recombinant PLK1 kinase, TR-FRET peptide phosphorylation; inhibition, % at 10 µM; 0.53% of 97,000 active; AID 619;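 active = inhibition of 50% or more in the single-concentration screen; inactive = inhibition below 50%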;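 also: 0% = DMSO max control and 100% = H-89 dihydrochloride min control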
# hDAT+cocaine: changed human dopamine transporter uptake under cocaine IC80 | Q01959 | LLC-PK1 hDAT cells, [14C]-dopamine uptake with cocaine IC80; actives deviate in either direction | B-score at 10 µM | 1.3% of 110,000 active;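 active = Z score or B-score, a plate-position-corrected score, falls beyond the plate's 99.7% confidence bounds, in either direction; inactive = both scores lie inside the 99.7% bounds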;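 also: scored against the spread of the other compound wells on the same plate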
# Target sequence (Q01959 whole entry, looked up): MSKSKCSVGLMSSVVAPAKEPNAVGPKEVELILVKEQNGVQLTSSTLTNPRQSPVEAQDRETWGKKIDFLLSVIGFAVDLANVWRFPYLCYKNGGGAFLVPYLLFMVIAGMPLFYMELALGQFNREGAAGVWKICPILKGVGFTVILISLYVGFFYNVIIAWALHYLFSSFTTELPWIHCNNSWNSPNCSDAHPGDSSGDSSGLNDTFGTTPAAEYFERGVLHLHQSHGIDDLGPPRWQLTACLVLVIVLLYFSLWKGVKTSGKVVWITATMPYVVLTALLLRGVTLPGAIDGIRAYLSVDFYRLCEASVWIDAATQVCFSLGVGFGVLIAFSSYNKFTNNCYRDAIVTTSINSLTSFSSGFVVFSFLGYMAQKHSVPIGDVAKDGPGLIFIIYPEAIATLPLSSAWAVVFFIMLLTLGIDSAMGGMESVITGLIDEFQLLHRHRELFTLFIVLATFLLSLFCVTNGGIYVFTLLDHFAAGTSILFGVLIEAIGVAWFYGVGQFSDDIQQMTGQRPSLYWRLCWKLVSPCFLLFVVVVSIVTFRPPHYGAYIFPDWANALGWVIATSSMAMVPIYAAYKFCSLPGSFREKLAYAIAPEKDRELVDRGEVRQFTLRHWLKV
# An asterisk follows results filed as active; . = not tested or not shown.
SMILES,VCAM1 TNFa inh,E coli WT exp,Plk1 PBD FP,IL1B cytotox,sEH inh,HUVEC tox TNFa,cytoskel mod,PLK1 inh,hDAT+cocaine
Cc1oc2c(CN3CCCC3)c(O)ccc2c(=O)c1-c1ccc(Cl)cc1,-4,2,-6,10,7,-2,6,-3,.
COc1ccc(-c2cc(C(F)F)n3ncc(C(=O)N4CCN(C)CC4)c3n2)cc1,-21,.,28,-14,6,-9,-6,-13,-0.69
COc1ccc(/C=C2\OC(=O)c3c(OC)cccc32)cc1OC,2,-12,-13,-60,-17,13,0,-18,.
CC1CCN(Cc2nc3c(c(=O)n(C)c(=O)n3C)n2CCCc2ccccc2)CC1,.,10,-9,-20,4,.,.,-9,-0.8
COc1cc(/C=C/C(=O)N(C)c2ccccc2C(=O)O)cc(OC)c1OC,6,2,-14,5,11,1,3,0,-1.3
CCOCCCNC(=O)C(C)NS(=O)(=O)c1ccc(C)cc1 (stereo unspecified),26,-1,4,-53,6,-11,-4,-4,0.3
Cc1cc2cc(CNC(=O)CCC(=O)O)ccc2[nH]1,2,-2,7,-8,.,-25,10,6,-0.62
Nc1nnc(SCC(=O)NCCOc2ccccc2)s1,15,.,11,-9,-1,0,-14,-5,-0.5
O=C(NCc1ccccn1)c1ccc(COc2ccc(Cl)cc2)o1,.,10,-11,-28,3,.,.,3,0.43
CCn1c(C(=O)N2CCC(Cc3ccccc3)CC2)cc2sccc21,6,1,-20,25,-6,-47,17,1,-0.087
COC(=O)c1cc(Br)c(=O)n(Cc2ccncc2)c1,8,3,-6,-8,-1,6,14,-14,-0.93
O=C1CSC(c2cn(-c3ccccc3)nc2-c2ccccc2)N1Cc1ccco1 (stereo unspecified),18,-16,-7,-18,0,-42,-5,-5,-0.049
CCCc1cc2c(=O)c(-c3ccccn3)coc2cc1OC,-1,-7,29,-7,-5,-11,-75,-4,-0.56
CCNc1[nH]c(=O)n(C)c(=O)c1N=O,-8,-1,-3,3,5,-6,0,-2,0.25
Cc1cc(N)n2ncc(-c3cccc(Br)c3)c2n1,-28,6,2,-25,8,-28,-34,-1,1.2
Cc1cc(NC(=O)c2cc3nc(C4CC4)cc(C(F)(F)F)n3n2)no1,-16,-5,-5,-1,4,-40,24,-5,-0.011
CC(=O)Nc1cc(S(=O)(=O)Nc2ccccc2C)c(C)cc1C,9,-6,-32,-17,-10,3,-2,-7,-1.6
CC1(C)CC2(CCO1)N1CC3(C)CN2CC(C)(C1)C3O (stereo unspecified),15,-2,-5,1,6,3,4,-10,-0.71
CCCCCCc1nc2ccccc2c(=O)n1NC(=O)c1c(O)c2c(n(CC(C)C)c1=O)CCCC2,17,-6,-28,5,-2,-11,6,-15,0.065
Cc1nc2ccccc2c(=O)n1NS(C)(=O)=O,-9,-4,-8,1,-8,-29,9,-7,-1
CC(NS(=O)(=O)c1ccc(F)cc1)C(=O)NCc1ccncc1 (stereo unspecified),2,2,3,-19,6,-8,3,-11,0.009
O=C(NCC1CCCO1)c1cccc(N2C(=O)C3C4C=CC(C4)C3C2=O)c1 (stereo unspecified),-16,5,7,7,-6,.,22,3,-0.17
Cc1ccc(SCCCn2cncn2)cc1,-5,1,-19,6,2,0,-1,-6,-0.24
Cc1noc(C)c1S(=O)(=O)N(CC(=O)O)c1ccc2c(c1)OCO2,-8,-2,2,-31,2,11,-65,7,0.038
CCOC(=O)C1=C(C)N=C2SCCC(=O)N2C1c1sccc1C (stereo unspecified),.,5,1,.,13,.,.,-18,0.63
CCN1C(=O)/C(=C/c2cccs2)SC1=Nc1ccc(OC)cc1,8,-11,13,-28,-1,12,-34,5,-0.095
COc1cc(OC)cc(C(=O)NCCNC(=O)c2ccco2)c1,-2,.,6,-47,23,.,3,-8,0.71
O=C(CSc1nc2ccccc2[nH]1)Nc1cc(C(F)(F)F)ccc1N1CCOCC1,2,-7,-7,-43,-4,-35,-3,-14,0.063
CCOC(=O)/C(C#N)=C1/SC(C)C(=O)N1c1ccc(Br)cc1 (stereo unspecified),16,6,-13,8,-6,-3,-21,2,0.42
CCOc1ccc(-n2c(C)nc3cc(C(=O)NCCCN4CCOCC4)ccc32)cc1,1,-7,-26,1,-9,-10,1,-1,-0.22
CCOC(=O)c1[nH]c2ccc(OC)cc2c1NC(=O)c1cccc(OC)c1,17,-7,10,12,.,-8,-6,-10,0.75
CC(=O)c1sc2nc(C)cc(C)c2c1N,-17,5,9,3,-8,2,-30,-10,-0.84
Cc1nn(C)c(Oc2ccc(Cl)cc2)c1C(=O)O,6,-2,2,-24,6,-13,34,-8,1.7
CCN1CCN(C(=S)c2ccc(Cl)c(Cl)c2)CC1,8,10,-13,4,12,-3,5,2,1.6
Cc1cccc(C(=O)NC(=S)Nc2ccc(Cc3ccncc3)cc2)c1,5,-9,6,-14,19,-16,2,-10,1.8
CCOc1c(Cl)cc(C2NC(=O)NC(C)=C2C(=O)NCc2ccccc2)cc1OC (stereo unspecified),-23,-1,9,-15,-5,-7,13,-9,0.34
CSC(=NC#N)N1CCN(c2ccc(Cl)cc2)CC1,14,8,17,-6,5,-12,17,-11,2.3
COCC(C)NC(=O)c1ccc(Cl)c(Cl)c1 (stereo unspecified),1,-3,14,-24,3,-20,20,-12,-0.42
Cn1nc(-c2ccccc2)c(CSc2ccccc2)c1Cl,-16,2,-5,15,3,-25,1,-5,-0.004
CCOC(=O)C1CCCN(C(=O)c2ccc(CS(=O)(=O)c3ccc(C)cc3)o2)C1 (stereo unspecified),12,3,-16,-18,4,-33,11,-8,-0.012
COC(=O)c1ccc(NC(=O)CN(Cc2ccc(Cl)cc2)S(C)(=O)=O)cc1,-15,5,-3,-4,-16,-5,6,8,1.1
O=C1OCC(Cn2c3ccccc3c3ccccc32)O1 (stereo unspecified),6,1,11,-6,17,-2,33,-2,-0.93
COc1ccc(Br)cc1S(=O)(=O)n1ccnc1C,4,6,4,-9,-2,-15,-19,-8,2.7*
Cc1nc2ccc(C(=O)O)cc2[nH]1,-11,22,-1,-7,-12,-13,.,1,0.057
Fc1ccc(N2CCN(c3nc(-c4ccco4)cc(C(F)(F)F)n3)CC2)cc1,-44,-13,0,-40,16,-50,-10,-3,0.63

# Part of the list above, with tabs.
Structure	VCAM1 TNFa inh	E coli WT exp	Plk1 PBD FP	IL1B cytotox	sEH inh	HUVEC tox TNFa	cytoskel mod	PLK1 inh	hDAT+cocaine
O=C1OCC(Cn2c3ccccc3c3ccccc32)O1 (stereo unspecified)	6	1	11	-6	17	-2	33	-2	-0.93
COc1ccc(Br)cc1S(=O)(=O)n1ccnc1C	4	6	4	-9	-2	-15	-19	-8	2.7*
Cc1nc2ccc(C(=O)O)cc2[nH]1	-11	22	-1	-7	-12	-13	.	1	0.057
Fc1ccc(N2CCN(c3nc(-c4ccco4)cc(C(F)(F)F)n3)CC2)cc1	-44	-13	0	-40	16	-50	-10	-3	0.63

# Continued:
SMILES,VCAM1 TNFa inh,E coli WT exp,Plk1 PBD FP,IL1B cytotox,sEH inh,HUVEC tox TNFa,cytoskel mod,PLK1 inh,hDAT+cocaine
O=C(c1ccc(Cl)cc1)c1cnc(Nc2ccccc2)s1,4,-13,-14,6,3,-3,-2,-7,0.35
Cc1onc(-c2c(F)cccc2Cl)c1C(=O)Nc1sc2c(c1C(N)=O)CCC2,-12,-18,5,9,-7,-8,-4,-11,1.9
Cc1nnc(SCCn2c(N3CCCC(C)C3)nc3c2c(=O)[nH]c(=O)n3C)s1 (stereo unspecified),6,-4,-5,.,.,15,-17,-5,0.079
O=S(=O)(c1cc(F)cc(F)c1)N1CCN(c2ncccn2)CC1,-44,5,23,-7,20,-31,-12,-4,-0.86
O=C(c1ccc(CN2CCOCC2)cc1)N1CCN(Cc2ccccc2)CC1,-1,6,-7,-4,15,0,-32,-3,0.51
Cc1ccccc1N(C(=O)CCC(=O)Nc1ccccn1)C(C(=O)NC(C)C)c1ccc(O)cc1 (stereo unspecified),4,1,-21,-5,-14,-16,12,-5,-0.56
CCC(C)NC(=O)CN(C)S(=O)(=O)c1ccc2c(c1)c(=O)n(C)c(=O)n2C (stereo unspecified),-1,2,-11,4,-22,-4,-6,-14,-0.67
O=C(NCc1ccc2c(c1)OCO2)c1ccc2c(c1)C(=O)N(CC1CCCO1)C2=O (stereo unspecified),5,-4,3,-13,68,-11,1,-6,-0.0033
Cc1ccc(SC(C)C(=O)Nc2ccc(S(=O)(=O)N3CCOCC3)cc2)cc1 (stereo unspecified),4,-1,16,.,14,-23,13,-5,0.1
Cn1c(NCCN2CCOCC2)nc2c1c(=O)n(Cc1cccc(Cl)c1)c(=O)n2C,5,-4,21,-12,.,-33,6,-23,0.76
COC(=O)c1ccccc1NC(=O)c1cccc(COc2ccccc2Cl)c1,-38,-9,22,-4,-3,-8,-7,0,0.46
CC1(C)CC(=O)c2sc(NC(=O)Cc3cccs3)nc2C1,1,.,4,-26,7,.,8,-11,0.69
CCOC(=O)C1=C(Cn2cnc3ccccc32)NC(=O)NC1c1ccc(OC)cc1 (stereo unspecified),-9,10,-17,-97,4,0,5,3,1.8
O=C(CSc1n[nH]c(-c2ccc(S(=O)(=O)N3CCCCC3)cc2)n1)Nc1nccs1,.,2,14,15,47,.,-26,1,0.21
O=C(CSc1n[nH]c(-c2cccs2)n1)N1CCN(S(=O)(=O)c2ccccc2)CC1,19,-6,8,-12,9,46,-5,-4,-0.18
CS(=O)(=O)N(Cc1ccc(C(=O)NC2CCCCC2O)cc1)c1ccccc1 (stereo unspecified),-8,-1,2,-16,9,-6,-18,-12,0.7
CSc1ccccc1NC(=O)c1onc(C)c1Cl,12,0,-5,-4,.,10,14,8,-0.33
O=C(Nn1cnnc1)c1cc2cc(Br)ccc2oc1=O,22,14,-3,-38,3,-20,18,-5,-1.4
COc1ccc2nc(NC(=O)C3CCCN3S(=O)(=O)c3ccc(C)cc3)sc2c1 (stereo unspecified),-1,-16,0,-9,18,-9,-2,-2,-0.067
CC1CCOC2(O1)C(=O)N(CN1CCN(c3cccc(Cl)c3)CC1)c1ccccc12 (stereo unspecified),5,4,25,-42,-1,-5,1,-13,-0.85
O=C(Nc1ccc(/C=C/c2nc3ccccc3o2)cc1)c1ccc(F)cc1,17,-12,11,-24,10,-16,20,-12,0.48
O=C(CCC(=O)c1cccs1)Nc1ccc(F)c(F)c1F,1,14,-1,-97,7,3,-24,6,0.024
Cc1cccc(CN2CCN(CC(=O)NCc3cccs3)C2=O)c1,6,-2,-7,6,-22,-7,.,-4,0.37
N#CCCN1CCN(C(CNS(=O)(=O)c2ccc(Cl)cc2)c2ccccc2)CC1 (stereo unspecified),22,2,-6,-31,.,-15,-12,6,-0.25
O=C(Nc1ccccc1)c1c(F)cccc1F,6,-2,6,3,0,-6,4,-8,-0.52
Cc1ccc(CSC2=Nc3ccccc3C3=NC(CCC(=O)NCc4ccco4)C(=O)N23)cc1 (stereo unspecified),14,-7,-2,-31,0,-30,32,-3,2.5
CCN1CCN(c2ccc([N+](=O)[O-])cc2C(=O)c2ccc(Cl)cc2)CC1,8,8,-28,-9,-6,-14,-10,-4,0.014
COCCCNC(=O)CSc1ccc(Cl)cc1,9,11,-36,-7,-19,-14,-6,-8,-0.03
COc1cc(Cn2c(C(=O)O)cc3sccc32)cc(OC)c1OC,-14,5,3,-13,.,36,-19,2,-0.54
CC1CC(C)CN(S(=O)(=O)c2ccc(F)c(C(=O)Nc3ccc(Cl)cc3F)c2)C1 (stereo unspecified),-14,-5,1,11,12,0,6,-10,-0.84
O=C(CSc1nc2ccccc2s1)N1c2ccccc2Sc2ccc(Cl)cc21,-19,-15,32,-3,-16,-13,26,-8,.
CCc1ccc(NC(=O)c2cc(-c3ccco3)on2)cc1,12,-8,-13,17,1,-27,-2,-6,-0.45
O=C(NCc1cccnc1)c1cn(-c2ccccc2)nc1-c1cccs1,-6,-1,3,11,-10,-38,48,-1,-0.0021
